# From PubChem
# T cell HTS: T cell immune modulation candidate; 330,000 compounds, 0.068% hits; 2C CD8+ T cell-vesicle binding, flow cytometry; stronger effect = lower value; calls only at 7 µM;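 active means response, share of CD8 T cells binding vesicles, and their 90th percentile fluorescence all below set limits, cut at about 80% in these data, passing the limit was not always enough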
#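 Benchmarks: naked versus QL9-loaded vesicles / Assay system: purified 2C TCR transgenic mouse naive CD8+ T cells / Technique: high-throughput flow cytometry with anti-B7-1 and anti-CD8 staining / Timing: Cell–vesicle co-incubation 1.5 h at 37 °C, staining 20 min on ice / Read-out: percent CD8+ FL2 mean versus row control / Probe or stimulus: QL9-loaded Drosophila micro-vesicles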
# Autophagy mod: alters autophagy in cells. calls only at 10 µM (by protocol). MEF GFP-LC3 puncta imaging; test concentration mostly 10 µM. 190,000 compounds, 0.98% hits;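 active means percentage of spot-positive cells more than 3 SD above its plate mean, without a fluorescence outlier flag or 80% toxicity; inconclusive means no clear call, values can overlap the other calls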;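 further: spot-positive cell cutoff set from DMSO-treated cells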
# P. falciparum M1AAP: P. falciparum M1AAP inhibitors, biochemical, fluorogenic H-Leu-NHMec substrate, 1536-well (AID 1445) | recombinant M1AAP, H-Leu-NHMec fluorogenic kinetic assay; higher % means a stronger effect | inhibition, % at 30 µM, or IC50 in µM where a hit was titrated | 220,000 compounds, 0.42% hits;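 active means primary inhibition above the hit cutoff, then over 50% inhibition at one or more dose response concentrations, cut at about 23% in these data, passing the limit was not always enough; inconclusive means conflicting primary data, or primary hits not chosen for dose response; inactive means low primary inhibition, or under 50% at every dose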;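 further: plate controls were DMSO full reaction for no effect and no enzyme background for full effect; strong numbers were not always called active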
# MT stabilize HCS: microtubule stabilizers in HeLa cells. HeLa tubulin immunostaining HCS, 24 h; share of cells brighter than vehicle mean+2SD. AID 2205. % tubulin-high responders, % at 10 µM. 200,000 compounds, 0.83% hits;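 active means plate Z-score above 3 for both tubulin-high and condensed-nucleus cell shares, with cell loss under 80%, at 10 µM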;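 further: anti alpha tubulin signal scored within the nucleus-defined area of each cell; some results filed as inactive read as strong as hits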
# WT yeast gro inh: growth inhibition of WT yeast, mitochondrial fusion screen. mitochondrial fusion phenotypic screen, WT strain. inhibition, % at 10 µM. 190,000 compounds, 2.1% hits. AID 1362; in the data active means inhibition above about 58%; tested in S. cerevisiae
# Dynein cargo inh: dynein cargo transport inhibition; 3617.4 mouse cells, GR-EGFP nuclear translocation imaging; test concentration mostly 20 µM; stimulated with dexamethasone, 1 µM; stronger effect = lower value; z-score, hits read low; 220,000 compounds, 0.47% hits; AID 1381;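 active means plate z-score of nuclear minus cytoplasmic receptor signal below a set negative limit, without overly bright fluorescence or cell loss, cut at about -3.5 in these data, passing the limit was not always enough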;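 further: z-score of nuclear minus cytoplasmic ring GR-EGFP intensity difference per well; some compounds called inactive have numbers as strong as hits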
#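 medium = tetracycline-free induction medium containing charcoal-stripped FBS | probe or stimulus = dexamethasone, 1.0 µM final | timing = 48 h induction, then 1 h compound, then 30 min agonist, 37 °C | detection = automated 10x imaging of fixed Hoechst-stained cells | read-out basis = nuclear versus cytoplasmic GR-EGFP signal, averaged per well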
# bCat nuc transl: beta-catenin nuclear translocation modulation | HeLa beta-catenin nuclear translocation, immunofluorescence imaging | nuclear translocation activity, % at 5 µM | 190,000 compounds, 0.3% hits;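 active means nuclear translocation activity above 50% at 5 µM, with a well cell count of 50 or more; inconclusive means wells under 50 cells across six images, flagged as toxic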;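 further: per-cell ratio of nuclear to cytoplasmic median beta-catenin stain intensity; plate controls were DMSO negative control for no effect and GSK-3 inhibitor IX positive control for full effect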
#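 Read-out: Nuclear/cytoplasmic beta-catenin signal ratio, % activation | Assay system: Human HeLa cell line | Times: 24 h compound exposure at 37°C, 5% CO2 | Signal: Fluorescence imaging of beta-catenin antibody stain plus DAPI | Dosing: 5 µM primary, 0.02–20 µM confirmation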
# P. falciparum M17LAP: P. falciparum M17LAP inhibitors, primary screen, biochemical, fluorogenic H-Leu-NHMec substrate, 1536-well (AID 1619); recombinant M17LAP, H-Leu-NHMec fluorogenic kinetic assay; higher % means a stronger effect; 220,000 compounds, 0.38% hits; inhibition, % at 30 µM; hits with a dose series show IC50 in µM;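 active means compound inhibiting the enzyme by more than half at any dose during confirmatory dose-response retesting; inconclusive means strong single-dose inhibitors picked by rank but not retested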;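 further: plate controls were full reaction with DMSO carrier for no effect and no enzyme background for full effect; strong numbers were not always called active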
# Yfh1-off respiration: mitochondrial function rescue without frataxin homolog – Friedreich's ataxia, plus single-dose screen, dose response (AID 1465); 220,000 compounds, 0.074% hits; one-dose fold induction at 50 µM; EC50 in µM for titrated hits; S. cerevisiae Yfh1-off respiration, WST-1 reduction, 72 h; higher fold induction means a stronger effect;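 active means fold induction of absorbance versus untreated yeast above a set limit, then at least 30% activation at any dose in follow-up; inconclusive means repeats straddling the limit, or above it without dose testing; inactive means fold induction below the set limit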;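 further: activators that raise dye reduction in frataxin-depleted yeast; strong numbers were not always called active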
# WT yeast gro inh mutant strain: further read-out of WT yeast gro inh, marked with its call; inhibition, %; mitochondrial fusion phenotypic screen, mutant strain inhibition
# Dynein cargo inh cytoplasmic EGFP: also measured in Dynein cargo inh; calls as there; z-score; measured here: cytoplasmic GR-EGFP intensity; stronger effect = higher value
# Dynein cargo inh nuclear GR-EGFP: further read-out of Dynein cargo inh, marked with its call; z-score; measured here: nuclear GR-EGFP intensity;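 lower value marks the stronger effect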
# Dynein cargo inh cell count: also measured in Dynein cargo inh; calls as there; z-score; measured here: cell count per field
# bCat nuc transl cell count 5 µM: further read-out of bCat nuc transl, marked with its call; cell count; measured here: cell count, cytotoxicity flag
# T cell HTS vesicle-bound %: second read-out of T cell HTS, no call of its own (marks repeat the call); double positive events, %; measured here: CD8+ vesicle-bound cell fraction;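 binding gate set so that unloaded-vesicle control wells show 10% double positive cells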
# MT stabilize HCS Hoechst-high %: also measured in MT stabilize HCS; calls as there; % Hoechst-high responders; measured here: nuclear condensation Hoechst responders;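 share of cells brighter than vehicle mean plus two SD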
# MT stabilize HCS cytotoxicity %: further read-out of MT stabilize HCS, marked with its call; toxicity, %; measured here: cytotoxicity by cell density;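 0% = mean cell density of plate MIN control wells and 100% = no cells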
# Autophagy mod cell loss 18 h: further read-out of Autophagy mod, marked with its call; toxicity, %; measured here: cell loss, nuclei count;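 cell loss after 18 h compound exposure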
# * marks the source's active call; other numbers are inactive results; i = inactive; ? = inconclusive; . = no result given; + = active, no number.
SMILES,T cell HTS,T cell HTS vesicle-bound %,Autophagy mod,Autophagy mod cell loss 18 h,P. falciparum M1AAP,MT stabilize HCS,MT stabilize HCS Hoechst-high %,MT stabilize HCS cytotoxicity %,WT yeast gro inh,WT yeast gro inh mutant strain,Dynein cargo inh,Dynein cargo inh cytoplasmic EGFP,Dynein cargo inh nuclear GR-EGFP,Dynein cargo inh cell count,bCat nuc transl,bCat nuc transl cell count 5 µM,P. falciparum M17LAP,Yfh1-off respiration
Cc1ccc(N2CC(=O)N(c3ccc(C)cc3)CC2=O)cc1,i,20.5,.,.,1.9%,.,.,.,.,.,0.614,-0.234,0.297,-0.427,-0.2,1228,17.9%,i
CCO[C@@H]1OC(C(=O)N2CCN(Cc3ccccc3)CC2)=C[C@H](C2CC2)[C@H]1CCCO,i,13.2,i,4.5,5.2%,4.3,2.0,6.7,-18.3,-7.4,0.0186,-0.191,0.297,-0.514,-0.5,1145,0.3%,i
COc1ccc(S(=O)(=O)N2CC3C4C=CC(C4)C3C2)cc1 (stereo unspecified),i,34.7,i,-7.7,3.0%,5.6,2.5,3.6,13.9,21.2,-0.513,-0.217,-0.00361,0.231,.,.,-13.5%,i
COc1ccc([N+](=O)[O-])cc1NC(=O)COC(=O)c1ccc(O)cc1,i,51.7,.,.,7.9%,.,.,.,.,.,-0.113,-0.207,-0.0117,0.623,2.3,1241,3.5%,i
Cc1cnc([N+](=O)[O-])n1CCOC(=O)NC(=O)c1c(F)cccc1F,i,43.8,i,5.9,1.6%,3.5,2.1,0.4,0.9,5.5,-0.228,-0.213,-0.278,0.354,-1.1,1081,21.6%,i
O=C(Nc1cccc(Cl)c1)c1ccc(Cn2cc(Cl)cn2)cc1,i,47.9,i,6.1,-1.5%,3.7,2.5,7.7,25.5,6.0,-1.87,-0.237,-0.716,0.755,-0.4,1060,-8.3%,i
COc1ccc(-c2[nH]ncc2CN2CCC(OCc3ccccn3)CC2)c(F)c1,i,22.9,.,.,1.1%,.,.,.,.,.,0.538,-0.252,0.264,0.614,-0.2,1316,-3.7%,i
COc1ccc(Cl)cc1NC(=O)Cn1c(=O)n2nc(C)nc2c2ccccc21,i,28.1,i,6.4,8.6%,7.5,2.6,7.2,10.1,-2.6,1.94,-0.0699,1.53,-0.867,.,.,-0.8%,i
N#Cc1c(-c2ccc(F)cc2)cc(-c2cccnc2)nc1N,i,4.3,i,9.5,1.4%,3.4,2.2,0.2,0.4,-13.9,-0.306,-0.25,-0.461,0.382,2.2,960,-12.2%,i
Cc1cc[n+]2cc(-c3cccc([N+](=O)[O-])c3)c(-c3cccc([N+](=O)[O-])c3)cc2c1,i,35.7,i,-12.0,15.5%,2.7,4.6,15.0,0.2,-2.4,0.32,-0.309,-0.00319,0.114,.,.,29.2%,i
O=C(COc1ccccc1F)NCC(c1ccco1)N1CCCC1 (stereo unspecified),+,1.9*,i,2.9,4.9%,4.9,1.4,7.8,-8.7,6.8,-0.617,3.08,0.136,0.406,-1.4,1102,8.8%,i
Cc1nc(C(C)N(C)Cc2nc(-c3ccc4c(c3)OCO4)no2)c(C)s1 (stereo unspecified),i,45.2,i,17.2,-1.1%,2.6,1.4,0.8,16.6,16.8,1.33,-0.217,0.985,-0.971,-1.3,1028,6.5%,i
O=C(NCc1ccc2c(c1)OCO2)C1CCN(c2nccc(C(F)(F)F)n2)CC1,i,23.0,.,.,1.6%,.,.,.,.,.,-0.298,0.124,-0.135,-0.248,0.4,1324,-4.7%,i
Cc1cccnc1NC(=O)Nc1ccccc1,i,24.1,.,.,-2.4%,.,.,.,.,.,-0.345,-0.835,-0.365,0.159,-0.5,1468,-0.1%,i
CCOc1ccc(NS(=O)(=O)c2ccc(NC(C)=O)c(OC)c2)cc1,i,17.2,i,4.2,-2.1%,1.8,1.5,2.6,10.5,10.8,-1.33,0.0421,-0.405,0.873,.,.,-9.0%,i
Cc1cc(N2CCN(c3ccccc3)CC2)nc(-c2ccccc2O)n1,i,12.9,i,-3.4,9.3%,1.3,1.7,11.8,26.0,45.1,0.18,-0.207,0.247,0.0505,.,.,-7.4%,i
CC(=O)Nc1ccc(NC(=O)C2CCCN(c3nnc(-n4cccc4)s3)C2)cc1 (stereo unspecified),i,12.0,i,-15.7,3.4%,2.1,2.8,10.7,-26.1,-19.1,-0.557,-0.22,-0.161,0.444,-4.7,817,4.4%,i
CCn1c(SC(C)C(=O)OC)nnc1-c1c[nH]c2ccccc12 (stereo unspecified),i,34.8,i,-7.9,-2.4%,3.6,3.7,5.5,-6.0,-16.2,0.948,-0.0938,0.867,-0.575,.,.,10.4%,i
CC(C)(Oc1ccc(Cl)cc1)C(=O)Nc1ccc2oc(-c3ccncc3)nc2c1,i,59.4,i,2.4,-1.9%,2.3,2.5,4.8,7.1,-5.1,-1.02,-0.103,-0.286,0.333,-3.2,1225,3.5%,i
CCc1ccc(-n2c(SCC(=O)c3ccc4c(c3)NC(=O)CO4)nc3ccccc3c2=O)cc1,i,35.2,i,0.7,-5.3%,5.6,1.9,0.3,2.7,0.5,-0.615,-0.241,-0.00668,0.98,1.1,816,-7.1%,i
O=C(Nc1ccccc1C(=O)NCc1ccco1)c1ccccc1,i,44.7,i,3.9,9.5%,1.9,1.7,8.6,18.7,11.2,-0.725,-0.198,-0.0989,0.808,-3.9,1172,8.5%,i
Cc1ccc2nc3c(cc(C(=O)NCC4CCCO4)c(=N)n3CCCOC(C)C)c(=O)n2c1 (stereo unspecified),i,7.2,i,-20.2,?,1.0,1.8,6.2,4.2,4.0,-0.348,-0.208,-0.134,0.719,-3.5,1004,-458.2%,i
Fc1ccccc1Nc1nc(NCc2ccco2)nc(N2CCOCC2)n1,i,60.6,i,19.0,-2.5%,1.8,1.3,13.6,-4.7,4.5,0.896,0.0402,0.52,-0.514,-0.2,1490,-10.2%,i
CC(=O)NC1=NN(C(C)=O)C(C)(c2ccc(C)cc2)S1 (stereo unspecified),i,51.1,i,-6.6,2.5%,3.6,2.6,5.8,0.4,-1.4,-0.202,-0.259,-0.551,0.284,.,.,5.7%,i
CN(C(=O)c1ccc2c(c1)CCO2)C(C)(C)C,i,43.3,.,.,9.1%,.,.,.,.,.,0.447,-0.244,0.8,-0.795,-0.3,1267,9.9%,i
Brc1ccccc1OCCNCc1ccccc1,i,43.5,i,7.7,-1.0%,3.9,2.2,10.0,15.6,12.6,0.198,-0.264,0.199,-0.274,-0.7,1122,0.5%,i
COc1ccc(OC)c(NC(=O)CN2C(=O)NC3(CCOc4ccccc43)C2=O)c1 (stereo unspecified),i,34.7,i,-1.5,-1.0%,3.4,1.9,4.6,16.4,14.8,-1.06,-0.208,-0.627,1.71,-0.6,1135,17.5%,i
CC(=O)c1sc(NC(=O)c2cccnc2Cl)nc1C,i,57.7,i,1.1,11.2%,3.4,2.1,12.4,-20.4,7.0,0.319,-0.317,0.0338,0.72,0.2,1080,10.5%,i
Cc1ccc(-c2cc(Cc3ccncc3)c(=O)[nH]n2)cc1,i,39.3,.,.,3.1%,.,.,.,.,.,-0.235,-0.261,0.488,-0.553,0.9,1340,2.3%,i
CC(=O)N/C(=C\c1ccc(C)cc1)C(=O)O,i,30.4,i,-26.6,1.3%,1.3,1.4,7.4,2.6,2.1,-0.479,0.23,-0.22,0.1,-0.7,1129,-3.1%,i
CC[C@@H](C)C(NC(=O)OC(C)(C)C)c1cn([C@@H](CCC(=O)OC(C)(C)C)C(=O)N2CCN(C(=O)OC(C)(C)C)CC2)nn1 (stereo partly specified),.,.,i,4.8,-0.8%,4.6,1.7,9.3,12.3,5.6,0.358,-0.282,0.623,-0.155,-2.3,1132,-0.4%,i
CC(=O)c1cc(F)c(N2CCN(CCC#N)CC2)cc1C,i,18.0,i,-2.9,3.3%,1.6,1.3,3.8,-11.1,-6.8,-0.36,-0.268,-0.017,-0.0627,-1.5,1191,3.1%,i
Cc1cccc(N2CCN(C(=O)Cn3cccc3C(=O)c3ccccc3)CC2)c1C,i,23.4,i,23.3,2.6%,2.6,0.7,5.1,42.4,44.7,-0.0568,0.405,0.213,0.474,.,.,11.3%,i
O=C(Nc1ccc(N2CCOCC2)c(Cl)c1)c1ccc(F)cc1,i,9.0,i,-10.2,2.0%,3.8,2.0,6.9,1.5,-1.4,-0.403,-0.235,-0.163,0.0731,-0.3,1193,-6.4%,i
CCCN(CCC)C(=O)Cc1coc2ccc3ccccc3c12,i,18.2,i,3.2,4.1%,0.8,1.3,15.4,17.3,23.2,-0.546,0.186,-0.231,0.0505,1.2,1141,15.1%,i
